# West Nile antiviral – inhibition of WNV-induced cytopathic effect – cell-based, CPE readout (AID 1621); 290,000 tested, 0.02% active; one-dose CPE inhibition, % at 10 µM; IC50 in µM for titrated hits; West Nile virus-infected cells, CPE inhibition; higher % means a stronger effect; in the data active = a potency from the dose series; inconclusive = CPE inhibition mostly from about 3.7% at the one dose, without a potency; inactive = the rest, 99 in 100 with CPE inhibition below about 2.2%; also: strong numbers were not always called active
# KOR beta-arrestin-1 – kappa opioid receptor blockers – cell-based, luminescence, uHTS (AID 1778) | KOR beta-arrestin recruitment, luminescence, antagonist mode; higher % means a stronger effect | one-dose inhibition, % at 10 µM; IC50 in µM for titrated hits | 290,000 tested, 0.091% active; in the data active = inhibition above about 50%; also: strong numbers were not always called active
# Salmonella PhoP GFP – PhoP-dependent GFP reporter repression – Salmonella Typhimurium, primary screen (AID 1863) | inhibition, % at 50 µM, or IC50 in µM where a hit was titrated | 300,000 tested, 0.16% active | S. Typhimurium PhoP-regulated promoter GFP reporter, 4 h; higher % means a stronger effect;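 active = inhibition over 29.93%, a cutoff 3 SD above the screen mean, later confirmed by dose response; inconclusive = inhibition over 29.93% but no dose response follow-up; inactive = inhibition at most 29.93% or unconfirmed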;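 also: 0% = low Mg2+ inducing control and 100% = high Mg2+ repressing control; strong numbers were not always called active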
# T cell HTS – T cell immune modulation candidate. 2C CD8+ T cell-vesicle binding, flow cytometry; stronger effect = lower value. calls only at 7 µM. 330,000 tested, 0.068% active;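 active = response, share of CD8 T cells binding vesicles, and their 90th percentile fluorescence all below set limits, cut at about 80% in these data, passing the limit was not always enough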
#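 material = purified 2C TCR transgenic mouse naive CD8+ T cells | controls = Unloaded micro-vesicles (low), QL9 vesicles with 0.7% DMSO (high) | detection = cytometric PE anti-B7-1 and Alexa647 anti-CD8 signals after 1% paraformaldehyde fixation | incubation = binding step 1.5 h, 37 °C, antibody labelling 20 min, ice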
# GPR55 activation – selective activators of receptor GPR55 – imaging, U2OS cells, beta-arrestin-GFP redistribution, primary screen (AID 1961) | U2OS GPR55 beta-arrestin-GFP redistribution imaging; higher % means a stronger effect | activation, % at 10 µM; hits with a dose series show EC50 in µM | 290,000 tested, 0.048% active;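 active = activation above 40% with more than 50 cells counted in the well; inconclusive = wells holding fewer than 50 cells, flagged as toxic or sparse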;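 also: U2OS osteosarcoma cells stably expressing GPR55 and beta-arrestin-GFP; plate controls were DMSO negative control for no effect and LPI positive control for full effect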
# KOR beta-arrestin-2 – KOR agonists, beta-arrestin recruitment, primary screen, cell-based, luminescence, uHTS (AID 1777); KOR beta-arrestin recruitment, luminescence; higher % means a stronger effect; one-dose activation, % at 10 µM; EC50 in µM for titrated hits; 280,000 tested, 0.02% active; in the data active = activation above about 50%, passing the limit was not always enough; also: a part of the inactive calls stands beside numbers as strong as those of hits
# NTR1 agonist – agonists of NTR1, primary screen, imaging, U2OS cells, beta-arrestin-GFP, high content (AID 493036); activation, % at 20 µM; NTR1-U2OS beta-arrestin-GFP spot imaging, agonist mode; P30989; 330,000 tested, 0.17% active;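 active = activation at or above 40% of the spot to cytoplasm intensity ratio, with at least 20 cells analyzed; inconclusive = wells under 20 cells, flagged as cytotoxic or low count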;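 also: 0% = DMSO without peptide and 100% = 100 nM NTR1 peptide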
# Target sequence (P30989 whole entry, looked up): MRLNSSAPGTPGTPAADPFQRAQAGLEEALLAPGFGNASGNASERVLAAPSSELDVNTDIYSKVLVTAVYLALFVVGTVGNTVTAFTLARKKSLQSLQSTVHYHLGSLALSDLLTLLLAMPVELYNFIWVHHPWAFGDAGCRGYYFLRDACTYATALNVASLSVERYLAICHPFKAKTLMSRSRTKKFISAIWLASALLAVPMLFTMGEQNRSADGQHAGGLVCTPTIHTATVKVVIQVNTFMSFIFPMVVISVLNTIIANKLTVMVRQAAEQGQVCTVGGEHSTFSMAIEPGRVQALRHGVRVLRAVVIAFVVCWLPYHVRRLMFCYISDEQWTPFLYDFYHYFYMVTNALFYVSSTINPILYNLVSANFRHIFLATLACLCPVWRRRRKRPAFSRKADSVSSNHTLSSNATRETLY
# GPR35 antagonists – GPR35 antagonists blocking zaprinast-driven arrestin recruitment, primary screen, imaging, U2OS, beta-arrestin-GFP, zaprinast agonist (AID 2058); U2OS GPR35 beta-arrestin-GFP translocation imaging, zaprinast antagonism; higher % means a stronger effect; inhibition, % at 10 µM, or IC50 in µM where a hit was titrated; 290,000 tested, 0.052% active;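 active = inhibition of at least 50% with at least 30 cells and total cytoplasm GFP at most 10,000,000; inconclusive = under 30 cells or total GFP of 10,000,000 plus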
# GPR55 LPI antagonism – GPR55 antagonists blocking LPI-driven arrestin recruitment, primary screen, imaging, U2OS, beta-arrestin-GFP, LPI agonist (AID 2013) | U2OS GPR55 beta-arrestin-GFP translocation imaging, LPI antagonism; higher % means a stronger effect | inhibition, % at 10 µM, or IC50 in µM where a hit was titrated | 290,000 tested, 0.13% active;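 active = spots per cell inhibited over 60%, with over 100 cells counted and total cytoplasm intensity under 500,000; inconclusive = wells with under 100 cells, flagged as likely toxic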;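 also: U2OS cells stably carrying GPR55 and arrestin-GFP stimulated by 5 µM LPI near EC80; imaged beta-arrestin-GFP aggregate spots per cell after agonist stimulation; plate controls were LPI-stimulated DMSO wells for no effect and DMSO wells without LPI for full effect; some results filed as inactive read as strong as hits; confirmed hits need IC50 under 10 µM and bright autofluorescent wells are also inconclusive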
# T cell HTS vesicle-bound % – further read-out of T cell HTS, marked with its call; double positive events, %; measured here: CD8+ vesicle-bound cell fraction;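 binding gate set so that unloaded-vesicle control wells show 10% double positive cells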
# NTR1 agonist cell count 20 µM – second read-out of NTR1 agonist, no call of its own (marks repeat the call); cell count; measured here: cell count, cytotoxicity flag
# Numbers without * were called inactive; i = inactive; ? = inconclusive; . = no result given; [ ] = another dose, or the depositor's remark.
SMILES,West Nile antiviral,KOR beta-arrestin-1,Salmonella PhoP GFP,T cell HTS,T cell HTS vesicle-bound %,GPR55 activation,KOR beta-arrestin-2,NTR1 agonist,NTR1 agonist cell count 20 µM,GPR35 antagonists,GPR55 LPI antagonism
Cc1ccc(/C(=N/Nc2nc3ccccc3s2)C2=C(O)c3ccccc3C2=O)cc1,-0.3%,-15%,0%,i,10,-0.6%,-3.0%,6.3,29,9%,-7%
O=C(N/N=C/c1ccc([N+](=O)[O-])o1)c1ccc(O)cc1,0.1%,0%,33µM*,i,20,0.2%,1.4%,.,.,1%,10%
N#CCC(=O)N/N=C/c1c(-c2ccccc2)n(-c2ccccc2)c2ccccc12,0.1%,-36%,6%,i,45,0.0%,3.0%,16,41,-2%,11%
CCCS(=O)(=O)N1CCC(C(=O)NCCC(C)C)CC1,0.6%,9%,-6%,i,32,-0.2%,-4.4%,2.2,53,-1%,2%
COc1ccc(CNC(=O)CCCn2nc(C)n3c(cc4sccc43)c2=O)cc1,0.1%,-28%,-3%,i,23,0.0%,7.6%,-0.9,46,11%,11%
Cc1ccccc1C(=O)NC(=S)Nc1ncccn1,-0.8%,3%,5%,i,56,-0.1%,4.0%,0.5,69,5%,10%
CCNC(=S)N(Cc1ccccc1)Cc1nc2ccccc2c(=O)[nH]1,-0.9%,12%,-7%,i,35,0.2%,0.9%,0.6,73,2%,6%
COc1ccc(C(=O)NCCCSC)cc1OC1CCN(C(C)C)CC1,-0.1%,-10%,-1%,i,61,0.6%,9.0%,-1.1,54,-6%,9%
CCC1CCCCN1C(=O)c1ccc(OC2CCN(C(=O)COC)CC2)cc1 (centres undefined),-0.9%,-7%,-2%,i,36,0.4%,4.3%,0.5,65,11%,10%
COc1ccccc1NC(=S)NC(NC(=O)c1ccco1)C(Cl)(Cl)Cl (centres undefined),-0.6%,-9%,20%,i,48,-0.3%,-3.0%,-1.5,65,-1%,3%
COc1ccc(C(=S)N2CCOCC2)cc1OC(=O)c1cccc([N+](=O)[O-])c1,0.5%,-6%[20 µM],1%,i,61,-0.1%,.,-1.7,78,-1%,9%
CCc1ccc(CC2S/C(=C(\C#N)C(C)=O)NC2=O)cc1 (centres undefined),?,-14%,-1%,i,55,-0.1%,3.2%,-0.6,73,21%,-11%
O=C1c2ccccc2C(=O)N1Cc1nc(-c2ccncc2)no1,0.8%,32%,3%,i,33,0.1%,1.1%,0.0,73,-2%,2%
CCC(=O)Nc1ccc(S(=O)(=O)NCC2CCCO2)cc1 (centres undefined),-0.7%,12%,-1%,i,6,-0.2%,-2.7%,-0.5,53,-6%,-7%
COCCNC(=O)C(c1ccc(F)cc1)N(C(=O)CCC(=O)Nc1ccccn1)C1CCCCC1 (centres undefined),-1.1%,8%,4%,i,30,0.0%,-1.7%,0.3,44,-15%,-2%
O=C1c2cnccc2CN1Cc1ccccc1,0.0%,-19%,-7%,i,40,-0.4%,23%,-1.1,67,-3%,4%
Cc1ccccc1OCCNC(=O)CSc1ccc(C(F)(F)F)cc1[N+](=O)[O-],-0.9%,8%,-1%,i,48,-0.5%,-5.1%,0.7,29,-2%,2%
N#Cc1c(NC(=O)CSc2ncn[nH]2)sc2c1CCCC2,-1.0%,-4%,22%,i,20,-0.2%,-2.4%,3.6,90,-6%,-29%
COc1ccc(OC)c(C(=O)NC(CC(N)=O)c2ccc(NCc3ccccn3)c([N+](=O)[O-])c2)c1 (centres undefined),-0.4%,-29%[20 µM],5%,i,28,-0.1%,-6.7%,-2.1,93,-6%,-3%
COc1ccc(NC(=O)CCCc2nnc3n(C)c(=O)c4sccc4n23)cc1,0.0%,-36%,-2%,i,66,-0.1%,2.0%,-0.5,41,-6%,7%
CNS(=O)(=O)c1cccc(C(=O)NCC2(N3CCOCC3)CCCCC2)c1,0.7%,-17%,2%,i,48,-0.4%,-0.8%,0.8,40,-2%,2%
Nc1nc(NCc2ccco2)nc(Nc2ccccc2)c1[N+](=O)[O-],0.3%,-47%,-11%,i,40,-0.1%,-0.5%,3.6,39,-13%,-1%
CC(C)c1c(C(=O)N/N=C/c2ccsc2)nnn1-c1nonc1N,0.2%,-12%,-3%,i,12,-0.2%,2.6%,5.3,60,-3%,9%
Cc1ccc(C(=O)NNC(=O)c2ccccc2-n2cccc2)cc1,0.2%,-13%,-2%,i,44,0.4%,-0.9%,-1.0,30,-2%,-7%
CS(=O)(=O)N1CCc2cc(C(=O)Nc3cccc([N+](=O)[O-])c3)ccc21,-0.4%,1%[20 µM],-1%,i,48,-0.1%,-0.2%,1.6,50,-4%,-11%
O=C(NCc1ccc2c(c1)OCO2)c1nc(Cn2ccc([N+](=O)[O-])n2)no1,-0.6%,4%,12%,i,57,-0.2%,-1.4%,2.3,36,-7%,-6%
Cc1ccc(OCC(O)Cn2c(=N)n(CCN3CCOCC3)c3ccccc32)cc1 (centres undefined),-0.4%,.,0%,i,38,0.6%,.,2.4,68,13%,-17%
CSCC(C)N1CCC(n2nccc2NC(=O)CCc2ccccc2)CC1 (centres undefined),-0.3%,24%,.,.,.,-0.2%,-0.4%,0.7,67,-7%,-6%
O=C(NNC(=O)c1ccccc1Br)c1ccc(SCC2CCCO2)c([N+](=O)[O-])c1 (centres undefined),2.9%,-25%,13%,i,2,-0.2%,-0.9%,-0.6,81,2%,3%
O=C(CSc1nnc(CCCOc2ccc(Cl)cc2Cl)o1)Nc1ccc(C(=O)O)cc1,0.7%,-18%,-8%,i,44,-0.2%,-0.3%,0.0,53,10%,-4%
NC(=O)c1cc(-c2ccccc2)sc1NC(=O)CN1CCCCC1,1.4%,-1%,9%,i,57,-0.1%,-1.9%,10,79,-3%,2%
CC1CN(c2ccc(Cl)cc2[N+](=O)[O-])CCN1S(C)(=O)=O (centres undefined),-0.8%,-18%[20 µM],-8%,i,48,-0.1%,.,-0.9,41,0%,3%
Cc1ccccc1N1CCN(C(=S)c2ccc(-c3ccc([N+](=O)[O-])cc3)o2)CC1,-0.1%,12%,.,i,30,-0.3%,6.2%,1.7,42,12%,4%
c1ccc(Cn2ccc(-c3cnc(-c4ccccc4)s3)n2)cc1,-0.1%,5%,3%,i,42,1.3%,-5.3%,5.4,49,11%,4%
O=C1N=C(N2CCOCC2)S/C1=C\c1ccncc1,-0.4%,17%,-5%,i,26,0.0%,3.8%,0.4,47,1%,11%
COc1cccc(NC(=O)c2ccc(S(=O)(=O)N(C)C)cc2)c1,-0.2%,9%,4%,i,56,-0.4%,-3.6%,0.6,73,1%,2%
Cc1ccc(C(C)(C)NC(=O)C2CCC(=O)N(C3CCCCCC3)C2)cc1 (centres undefined),-0.8%,11%,4%,i,75,0.7%,0.6%,0.4,62,8%,12%
N#C/C(C(=O)NCc1ccco1)=C1/SC(Cc2ccc(F)cc2)C(=O)N1c1ccccc1 (centres undefined),0.0%,-24%,-13%,i,2,0.1%,3.0%,0.3,48,22%,-2%
Nc1nnc(SCc2ccc([N+](=O)[O-])cc2)s1,-0.9%,-10%,-3%,i,56,0.2%,-2.1%,-1.5,92,1%,1%
CC(=O)Oc1ccc(N2C(=O)C3C4C=CC(CC4)C3C2=O)cc1[N+](=O)[O-] (centres undefined),-0.3%,5%[20 µM],-2%,i,54,-0.1%,2.0%,-1.4,78,-5%,5%
O=C(Nc1cccc(Cl)c1)c1ccc(-n2cncn2)c([N+](=O)[O-])c1,-1.9%,-34%,0%,i,35,0.1%,-0.8%,0.3,85,3%,-2%
CN1/C(=N\O)c2cccc3cccc1c23,0.2%,-57%,12%,i,53,-0.4%,0.0%,0.0,36,5%,10%
CCOC(=O)c1ccccc1NC(=O)c1ccc2nccnc2c1,-1.1%,3%,-5%,i,43,-0.2%,-6.5%,5.1,34,5%,3%
O=C(NC(=O)c1ccc(Cl)cc1)OC1CCCCC1,-0.9%,24%,-12%,i,49,-0.2%,1.0%,0.4,76,-1%,-1%
O=C(CCl)Nc1nc(-c2ccco2)c(-c2ccco2)s1,-0.8%,3%,13%,i,40,-0.3%,6.4%,0.4,47,-1%,10%
Cc1ccc(C)c(OCCCN2CCCC2)c1,-0.2%,2%,26%,i,44,0.2%,0.0%,-0.3,59,10%,12%
O=C(O)CSCC(=O)NCc1ccccc1Cl,-0.6%,-72%[20 µM],-11%,i,54,-0.1%,-2.9%,-0.5,87,2%,-5%
Cc1ccc(S(=O)(=O)N2CCN(S(=O)(=O)c3cccs3)CC2)cc1,-0.2%,30%,2%,i,45,0.1%,6.5%,1.8,56,4%,11%
CCCCN(CC)Cc1ccc(CNC(=O)Nc2ccc(F)cc2)o1,-0.1%,-6%,1%,i,17,-0.1%,1.3%,-0.6,66,-8%,-6%
OC(COCCOc1ccc(Br)cc1)CN1CCN(Cc2ccccc2)CC1 (centres undefined),-2.1%,-25%,11%,i,50,0.9%,1.0%,-1.4,53,2%,1%
COc1cc(/C=N/Nc2ccc(C(=O)O)cc2)ccc1O,0.5%,-13%,-10%,i,57,0.1%,-4.3%,0.4,65,2%,6%
CCn1c(N2CCN(CC(=O)c3c(C)n(C)c4ccccc34)CC2)nc2c1c(=O)[nH]c(=O)n2C,-0.3%,20%,-3%,i,8,-0.2%,-3.9%,-0.6,35,9%,0%
COCCCNc1cc(C)nc2ccccc12,-0.2%,-28%,0%,i,28,0.2%,-0.7%,3.2,58,12%,0%
COc1ccc(Cn2c(C)ccc2C)cc1,-0.4%,-73%,-4%,i,24,-0.2%,2.4%,-2.3,99,-14%,3%
COC(Cc1nnc(SC)n1-c1ccccc1)OC,0.5%,10%,-4%,i,54,-0.1%,0.7%,-1.8,86,7%,13%
Nc1cc2c3c(cccc3c1)C(=O)N(CCN1CCCC1)C2=O,-0.8%,-5%,1%,i,54,0.3%,1.3%,.,.,4%,-4%
